# Screening data as filed in PubChem.
# D1 ag – human D1 receptor agonism. P21728. activation, % at 2 µM. HEK293 T-REx D1 cells, calcium flux, agonist mode. hit rate 1% among 360,000; in the data active = activation above about 30%; also: 0% is about no effect
#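 Inducible HEK293 T-REx D1 cells, force-coupled to calcium signalling, were plated at 4000 cells/well with tetracycline and held overnight at 30 C. After no-wash calcium dye loading, compound-evoked calcium rise over 180 s flagged agonists.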
# D2 PAM – positive allosteric modulators of human D2 dopamine receptor; P14416; HEK293 T-REx D2, calcium flux, EC20 dopamine potentiation; potentiation, % at 10 µM; hit rate 0.34% among 340,000;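 active = potentiation over 3 SD above the plate norm, cut at about 30% in these data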; also: 0% is about no effect
#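 Using a no-wash calcium dye in inducible, force-coupled HEK293 Trex cells expressing D2, we tracked fluorescence each second for 180 s after compound, then for 180 s after EC20 dopamine to detect augmented signalling.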
# D2 ag – D2 dopamine receptor (human) agonism; P14416; HEK293 T-REx D2 cells, calcium flux agonist mode; activation, % at 2 µM; hit rate 0.53% among 340,000; AID 485358;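 active = activation over 3 SD above normal in the single-dose calcium agonist read, cut at about 30% in these data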; also: 0% is about no effect
#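 HEK293 Trex D2 cells, tetracycline-induced, o/n 30 C 5% CO2; no-wash Ca dye, RT 30–90 min; 10-cycle baseline, 23 nl cpd added, kinetic Ca read 180 s; agonist hits = positive Ca response.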
# D1 antagonist – blocks dopamine activation of the human D1 receptor | P21728 | HEK293 TREx D1 cells, calcium flux, dopamine EC80; active compounds read low | activity change, negative = inhibition, % at 10 µM | hit rate 3.2% among 360,000; in the data active = activity change below about -30%; also: % is scaled to controls: 0 for no effect and ±100 for the full control effect
#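 Kinetic fluorescence of a calcium dye serves as the read-out. D1-expressing Hek293 Trex cells, induced overnight at 30 C, are exposed to compound for 180 s before an EC80 dopamine addition, then read 180 s further.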
# D1 PAM – enhances dopamine response at the human D1 receptor; P21728; HEK293 TREx D1 cells, calcium flux, dopamine EC20 potentiation; potentiation, % at 10 µM; hit rate 0.036% among 360,000; in the data active = potentiation above about 30%; also: 0% is about no effect
# D2 antag – D2 dopamine receptor (human) antagonism | P14416 | HEK293 TREx D2 cells, calcium flux, dopamine EC80 | inhibition, % at 10 µM | hit rate 2% among 340,000 | AID 485344; in the data active = inhibition above about 30%; also: 0% is about no effect
#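 Cells plated overnight at 30 C with tetracycline; no-wash calcium dye, 30–90 min RT; 10 s baseline; compound pinned; 180 s read; EC80 dopamine added; another 180 s read.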
# TRHR enhancer – TRH receptor (human) allosteric enhancement; P34981; TRHR cells, fluo-8 calcium fluorescence, EC20 TRH enhancement; enhancement, % at 2 µM; hit rate 0.66% among 360,000; in the data active = enhancement above about 30%; also: 0% is about no effect
#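 TRHR-expressing cells loaded with fluo-8 calcium dye were read kinetically (ex 480/em 530) during compound addition, then stimulated with an EC20 of TRH (10 nM final). Enhancement of the Gq-mediated intracellular calcium response was scored.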
# RXFP1 antagonist – blocks the human relaxin receptor RXFP1 | activity change, negative = inhibition, % at 57.5 µM | Q9HBX9 | HEK293-RXFP1, relaxin-stimulated cAMP HTRF, 30 min; active compounds read low | hit rate 0.59% among 350,000;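 active = activity change of -60% or lower, but not beyond a set lower limit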; also: % is scaled to controls: 0 for no effect and ±100 for the full control effect
# Target sequence (Q9HBX9 whole entry, looked up): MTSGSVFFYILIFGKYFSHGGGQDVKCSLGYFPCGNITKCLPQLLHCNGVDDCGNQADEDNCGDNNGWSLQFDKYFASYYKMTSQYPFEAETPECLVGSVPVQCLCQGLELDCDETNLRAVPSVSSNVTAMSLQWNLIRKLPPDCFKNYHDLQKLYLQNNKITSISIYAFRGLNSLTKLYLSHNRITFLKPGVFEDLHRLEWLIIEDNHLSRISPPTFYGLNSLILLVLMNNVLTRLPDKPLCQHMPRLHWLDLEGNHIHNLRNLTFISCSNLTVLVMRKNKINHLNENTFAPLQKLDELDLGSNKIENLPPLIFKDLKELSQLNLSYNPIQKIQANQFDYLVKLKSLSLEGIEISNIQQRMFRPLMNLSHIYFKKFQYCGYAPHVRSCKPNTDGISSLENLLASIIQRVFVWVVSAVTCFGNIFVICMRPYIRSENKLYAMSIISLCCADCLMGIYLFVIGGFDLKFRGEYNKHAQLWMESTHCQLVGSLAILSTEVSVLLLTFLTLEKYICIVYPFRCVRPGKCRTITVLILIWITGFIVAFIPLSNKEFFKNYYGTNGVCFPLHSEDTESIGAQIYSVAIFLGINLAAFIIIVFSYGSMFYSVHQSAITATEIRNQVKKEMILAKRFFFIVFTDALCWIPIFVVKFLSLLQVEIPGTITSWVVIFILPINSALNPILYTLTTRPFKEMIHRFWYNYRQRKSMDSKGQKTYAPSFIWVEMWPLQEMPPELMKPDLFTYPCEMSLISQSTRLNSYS
# RXFP1 agonist – RXFP1 (human) receptor agonism. hit rate 0.3% among 370,000. HEK293T-RXFP1 cAMP TR-FRET, 30 min; response scale: percent of porcine relaxin response, buffer zero. AID 2676. Q9HBX9. Potency, µM (top dose mostly 57.5 µM), for the others: top-dose activation, usual class: activators; active = well fitted activation curve with a large enough effect; also: potency is read from the fitted curve at half-maximal effect; % is scaled to controls: 0 for no effect and ±100 for the full control effect; nearly all actives have a fitted effect of over 60% in size; many of its hits are not listed in these tables
#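 Agonist response is measured as cAMP accumulation in an RXFP1-transfected HEK293T line under PDE4 inhibition. Values are scaled between buffer-only and 29 nM porcine relaxin, and EC50s come from standard Hill equation fits.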
# * hit, by the source's call; · = not tested or not shown; & = joins results of further samples. Only part of the results is shown; count on the stated rates, not on these rows.
SMILES,D1 ag,D2 PAM,D2 ag,D1 antagonist,D1 PAM,D2 antag,TRHR enhancer,RXFP1 antagonist,RXFP1 agonist
CC1CCN(S(=O)(=O)c2ccc3c(c2)oc(=O)n3CC(=O)NC(C)c2ccccc2)CC1 (stereo not drawn),8,3,-0.1,-12,-2,·,8,·,2.5%
O=C1N=C(N2C=CC(=C3C=CNC=C3)C=C2)/C(=C/N=NC(=O)c2ccccc2)S1,2,2,0.1,-14,11,3,0,1,6.4%
COc1cccc(-c2nc(C(=O)NCCCN3CCOCC3)cc3c2[nH]c2ccccc23)c1,0,-13,0.5,-2,1,14,14,·,3.0%
COc1cc(NC(=O)C23CC4CC(C2)CC(n2cnc([N+](=O)[O-])n2)(C4)C3)cc(OC)c1,1,·,·,4,-9,·,2,-10,-0.3%
COc1ccc(NC(C)=O)cc1CNC(=O)CN1CCOCC1,6,-9,-0.6,2,0,21,1,5,0.8%
CCNC(=O)CSc1nnc(-c2cccc(S(=O)(=O)N(CC)CC)c2)n1CCc1ccccc1,0,0,-0.6,28,-4,4,15,6,2.3%
CCc1noc(C)c1C(=O)NCCc1ccc(S(N)(=O)=O)cc1,1,0,0.9,13,-5,-21,-7,-16,0.1%
Cc1cccc(-c2noc(CN(C(=O)COc3ccc(Br)cc3C)C(C)C)n2)c1,19,-1,·,-2,-2,·,12,·,-1.0%
O=C(NC(Cc1ccccc1)C(=O)O)/C(=C/c1ccccc1)NC(=O)c1cccc(Br)c1 (stereo not drawn),-2,3,-0.1,6,-4,-5,1,0,-0.5%
CCOC(=O)c1[nH]c2cc(OC)c(OC)cc2c1NC(=O)C(C)N1CCN(Cc2ccccc2)CC1 (stereo not drawn),5,11,0.3,-1,-6,6,-2,-15,2.5%
CC(c1ccccc1)n1cc2c(c1-c1ccccc1Br)c(=O)n(C)c(=O)n2C (stereo not drawn),1,-2,4.7,-22,-1,·,-9,-23,17%
O=C(CSc1nnc(NC(=O)C2CCC2)s1)Nc1ccc(N2CCOCC2)cc1,3,6,-1.6,4,-1,-2,-2,-4,-0.5%
CN(C(=O)CSc1ncnc2sc3c(c12)CCC3)C1CCS(=O)(=O)C1 (stereo not drawn),1,9,0.2,3,2,-18,3,1,20%
COc1ccc2c(c1)OC1(C)CC2C(C(=O)c2ccccc2OC)C(=O)N1 (stereo not drawn),-3,-2,-0.7,10,-1,-9,0,·,0.0%
CC(C)COP(=O)(c1ccc(N(C)C)cc1)C(O)c1ccncc1 (stereo not drawn),3,3,0.0,-1,0,-35,1,-3,-0.2%
COc1ccc(C(=O)Nc2ncc(C)s2)cc1S(=O)(=O)N1CCOCC1,0,1,0.2,12,-4,-6,32*,-7,0.2%
CC(C)c1ccc(NC2CCCN(C(=O)CCN3CCCC3=O)C2)cc1 (stereo not drawn),1,0,-0.1,6,-2,-1,-3,0,-0.3%
COc1ccc(CCNC(=O)c2nc(SCc3ccc(C)cc3)ncc2Cl)cc1OC,10,-5,0.4,-5,-2,·,-12,-11,1.1%
COCCNC(=O)CCc1nnc(Cc2ccc(-c3ccccc3)cc2)o1,0,-19,0.1,0,-4,21,-9,1,0.5%
COc1cccc(C2C(C(=O)Nc3ccc(Cl)cc3)=C(C)Nc3nc4ccccc4n32)c1 (stereo not drawn),-1,-10,0.9,-7,0,·,0,·,-0.9%
CCOc1ccccc1NS(=O)(=O)c1ccc2c(c1)oc(=O)n2C,5,-4,0.3,-18,-1,·,-2,17,0.9%
O=C(Cc1ccc(Cl)cc1)Nc1ccc(SC(F)F)cc1,16,-5,-0.2,-20,-10,-21,-4,-23,0.5%
COC(=O)c1[nH]c2cc(OC)ccc2c1NC(=O)c1ccc2c(c1)OCO2,0,15,0.6,-19,-7,-5,-10,7,-4.4%
Cc1ccc(NC(=O)c2cccc(S(=O)(=O)N3CCCCC3)c2)cc1,4,2,0.8,-3,-7,26,-1,-18,1.5%
COCCNC(=O)c1cc2cc(Br)cc(OC)c2oc1=O,0,-4,-0.2,12,2,9,-5,1,-0.7%
Cc1ccc(S(=O)(=O)NCC(=O)OCC(=O)c2c(N)n(C)c(=O)n(C)c2=O)cc1,-1,-4,-0.2,-3,5,-3,2,-11,5.4%
CC(C)CCN(CCC(C)C)C/C(O)=C(\C#N)c1nc(-c2ccccc2)cs1,0,2,-1.0,2,-2,-14,-7,-8,-0.6%
COc1ccc(-n2c(C)cc(/C=C3\SC(=S)N(Cc4ccco4)C3=O)c2C)cc1,21,-5,3.8,-9,-7,-16,4,-20,3.3%
Cc1ccc(S(=O)(=O)NC2CCCCC2)cc1C(=O)N1CCC(C(N)=O)CC1,1,11,0.0,9,6,-41,7,4,1.8%
CCCOc1ccccc1NC(=O)c1c(-c2ccccc2)noc1C,3,-12,-2.4,3,-5,10,-5,·,0.6%
CCN1CCN(c2nc(-c3ccc(F)cc3)cc(=O)[nH]2)CC1,3,-9,1.5,-7,-3,4,13,5,0.6%
CCNC(=O)O/N=C(\C)c1sc(-c2ccccc2)nc1C,8,·,·,-2,-3,·,2,-3,-1.7%
COc1ccc(/C=C/C(=O)c2ccccc2)c(OC)c1,-1,6,0.1,12,-2,-7,0,-32,3.7%
Cc1ccc(-c2csc(N=C(N)N)n2)cc1,6,6,0.6,24,-8,15,1,-6,-0.6%
Cc1ccc(N(CC(=O)Nc2cc(C)cc(C)c2)S(=O)(=O)c2cccc3nonc23)cc1,0&5,-2&0,0.3&-0.2,-23&-7,1&-5,-2,-2&1,0,-3.0%&2.3%
CCC(CC)C(=O)Nc1c(C(=O)N2CCN(c3ccccc3)CC2)oc2ccccc12,4&7,11&-3,-0.8&1.4,13&-13,11&-3,0,-21&-14,-39&-24,-2.8%&-5.0%
CC(C)(C)c1ccc(OCCC(=O)OCC(=O)NC(=O)NC2CCCC2)cc1,4,3,0.4,9,1,12,3,0,2.0%
COc1ccc(/C=C/C(O)=C(\C#N)c2nnc(N3CCOCC3)n2-c2ccccc2)cc1OC,4,3,·,-6,-4,·,21,-5,2.1%
CCCOc1ccc(C(=O)NC2CCSc3ccccc32)cc1 (stereo not drawn),4,6,-1.1,-6,3,36*,-3,-18,5.8%
COc1ccccc1NC(=O)c1cc2ccccc2nc1C,0,17,0.1,4,-3,6,-1,-11,0.6%
COc1cccc(CNC(=O)C2CCN(c3nc4ccc(Cl)cc4[nH]3)CC2)c1,2,3,·,-21,1,·,-4,-34,3.0%
COc1ccc(Cl)cc1NC(=O)c1sc2nc3c(cc2c1N)CN(C)CC3,5,-8,-0.1,7,-2,·,2,17,6.2%
COc1ccccc1Nc1c2c(nc3ccc(NC(=O)/C=C/c4cccc(OC)c4OC)cc13)CCCC2,2,-1,-1.9,3,0,·,3,-5,-1.5%
COc1ccc(CC(=O)Nc2c3c(nn2C(C)(C)C)CS(=O)(=O)C3)cc1OC,3,4,0.2,3,4,6,-4,4,1.4%
CCOC(=O)c1cc2c(nc1NC(=S)Nc1ccccc1)CC(C)(CC)OC2 (stereo not drawn),1,-3,-0.2,-15,-7,-4,-2,11,0.4%
CC(C)c1ccc(CN(C(=O)c2ccco2)C2CCS(=O)(=O)C2)cc1 (stereo not drawn),-5,13,0.6,15,5,-20,0,7,-4.3%
Cc1ccccc1OCCC(=O)OCC(=O)NCCc1ccc(S(N)(=O)=O)cc1,2,2,-0.1,-15,-2,-20,8,-7,-3.1%
O=C1CC(N2CCN(c3ccc(F)cc3)CC2)C(=O)N1c1ccccc1 (stereo not drawn),1,10,1.5,-19,-5,-14,-7,-4,3.1%
CC(CCc1ccco1)NC(=O)Nc1cccc(F)c1 (stereo not drawn),4,-3,0.1,-14,0,2,-4,14,-0.3%
Cc1ccc(C(=O)CSc2cc(C)nc(SCC(=O)c3ccccc3)n2)cc1,4,1,-0.4,-15,4,-3,-4,-6,-0.1%
N#Cc1c(Cl)cccc1-n1ccnc1,5,-3,·,-15,4,20,0,9,1.5%
O=C(CN=C1NS(=O)(=O)c2ccccc21)OCC(=O)c1ccccc1,3,0,-0.6,14,-6,-11,0,-18,-2.7%
Cn1c(=O)oc2cc(S(=O)(=O)NCCN3CCN(c4ccccc4)CC3)ccc21,4,-17,71*,-10,-8,65*,1,0,0.8%
Fc1ccc(C(c2nnc(-c3ccccc3)o2)N2CCN(c3ccccc3)CC2)c(Cl)c1 (stereo not drawn),4,8,·,1,-5,·,2,·,-1.4%
O=C(CCc1ccccc1)NC(=S)Nc1ccccc1[N+](=O)[O-],-1,12,-1.2,-34*,-1,2,-3,5,2.3%
Cc1ccc(N(CC(=O)NCc2ccccc2)S(=O)(=O)c2c(C)noc2C)cc1,0,4,-0.9,-9,-1,-12,-4,1,2.4%
CN(/N=C/Cc1nnnn1-c1ccc(Cl)cc1)c1ccccc1,3,3,-1.5,12,2,-4,-1,5,1.2%
N#Cc1c(Nc2ccccc2Cl)s[nH]c1=O,2,11,-0.1,-13,1,-34,-1,-40,0.4%
CCCN(CC1CC1)C(=O)CSc1nnc(-c2cc(-c3cccs3)nc3ccccc23)o1,7,3,1.1,6,1,-11,-11,-10,0.5%
CC1(C)C(Cl)C(=O)C(C(=O)c2ccccc2)C(=O)C1Cl (stereo not drawn),6,14,0.8,15,2,20,0,12,0.9%

# (cont.)
SMILES,D1 ag,D2 PAM,D2 ag,D1 antagonist,D1 PAM,D2 antag,TRHR enhancer,RXFP1 antagonist,RXFP1 agonist
CCc1ccc(/C=N/n2c(COc3ccccc3)n[nH]c2=S)cc1,61*,4,-0.9,-5,-4,0,-21,15,3.4%
CCCc1ncc(C(O)c2cccc3ccccc23)n1C (stereo not drawn),10,11,0.0,-5,-6,-16,4,-1,1.0%
CC(C)CC1COC(=O)N1 (stereo not drawn),1,-11,0.1,-11,-6,-20,7,·,-1.0%
CCCCNC(=O)C1CC(=O)N(CCC(C)C)C1 (stereo not drawn),1,9,0.1,-13,-3,9,8,-1,-1.6%

# In the list so far, these contain bromine.
SMILES,D1 ag,D2 PAM,D2 ag,D1 antagonist,D1 PAM,D2 antag,TRHR enhancer,RXFP1 antagonist,RXFP1 agonist
Cc1cccc(-c2noc(CN(C(=O)COc3ccc(Br)cc3C)C(C)C)n2)c1,19,-1,·,-2,-2,·,12,·,-1.0%
O=C(NC(Cc1ccccc1)C(=O)O)/C(=C/c1ccccc1)NC(=O)c1cccc(Br)c1 (stereo not drawn),-2,3,-0.1,6,-4,-5,1,0,-0.5%
CC(c1ccccc1)n1cc2c(c1-c1ccccc1Br)c(=O)n(C)c(=O)n2C (stereo not drawn),1,-2,4.7,-22,-1,·,-9,-23,17%
COCCNC(=O)c1cc2cc(Br)cc(OC)c2oc1=O,0,-4,-0.2,12,2,9,-5,1,-0.7%

# Shown with two lines to a compound: 2 of the compounds above.
# Second line of a record: D1 ag	D2 PAM	D2 ag	D1 antagonist	D1 PAM	D2 antag	TRHR enhancer	RXFP1 antagonist	RXFP1 agonist
- CCc1ccc(/C=N/n2c(COc3ccccc3)n[nH]c2=S)cc1
    61*	4	-0.9	-5	-4	0	-21	15	3.4%
- CCCc1ncc(C(O)c2cccc3ccccc23)n1C (stereo not drawn)
    10	11	0.0	-5	-6	-16	4	-1	1.0%
